aDG glyco up: alpha-DG glycosylation activation | Pro5-aDG cells, alpha-DG glycosylation AlphaScreen (IIH6); 0% Pro5, 100% B10-LARGE cell signal | activation, % at 10 µM | hit rate 0.22% among 360,000;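 active means activation of at least 8% versus controls, or a plate z-score of at least 8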;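 further: Pro5 are CHO cells carrying HIG-tagged alpha-DG that lacks glycosylation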
PDI inh: blocks human protein disulfide isomerase activity; AID 588391; P07237; inhibition, % at 10 µM; hit rate 0.052% among 350,000; PDI insulin aggregation turbidity, A650, 90 min;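 active means mean inhibition across replicates of 30% or more, whatever share of single replicates reach that level; inconclusive means mean inhibition below 30% while every single replicate reaches 30%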;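 further: absorbance from insulin aggregation driven by PDI reduction with DTT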
Target sequence (P07237 whole entry, looked up): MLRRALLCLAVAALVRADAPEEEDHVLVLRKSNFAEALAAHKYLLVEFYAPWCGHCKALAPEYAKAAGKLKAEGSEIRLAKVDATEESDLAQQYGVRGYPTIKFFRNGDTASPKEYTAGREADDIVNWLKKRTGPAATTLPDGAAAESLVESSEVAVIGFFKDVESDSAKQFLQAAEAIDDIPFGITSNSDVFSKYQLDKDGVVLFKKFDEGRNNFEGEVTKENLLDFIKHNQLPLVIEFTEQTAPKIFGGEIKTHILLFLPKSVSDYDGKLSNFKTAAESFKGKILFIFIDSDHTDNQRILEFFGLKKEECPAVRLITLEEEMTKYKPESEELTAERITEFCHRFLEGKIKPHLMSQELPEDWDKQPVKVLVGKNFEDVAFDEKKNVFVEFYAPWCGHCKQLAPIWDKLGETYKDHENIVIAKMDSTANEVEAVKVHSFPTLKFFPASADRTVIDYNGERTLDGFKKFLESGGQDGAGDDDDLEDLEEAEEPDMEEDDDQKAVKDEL
Vif imaging: HIV Vif inhibition | inhibition, % at 7.49 µM | HEK293T cells, Vif self-association by quenched fluorescence, imaging, 24 h | hit rate 0.35% among 340,000 | AID 602346; in the data active means inhibition above about 50%, passing the limit was not always enough; inconclusive means no clear call, values can overlap the other calls; inactive means below about 31%; further: some results filed as inactive read as strong as hits
NR2E3 ag-1: agonists of human nuclear receptor NR2E3. inhibition of corepressor binding, % at 4.78 µM. AID 2300. GST-NR2E3/biotin-RetCOR TR-FRET, 1536-well. hit rate 0.12% among 320,000. Q9Y5X4;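 active means percent inhibition above the cutoff of mean plus 3 SD of all tested compounds, set per screening campaign, cut at about 20% in these data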;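 further: 0% = DMSO wells and 100% = biotin wells as full block of FRET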
Target sequence (Q9Y5X4 whole entry, looked up): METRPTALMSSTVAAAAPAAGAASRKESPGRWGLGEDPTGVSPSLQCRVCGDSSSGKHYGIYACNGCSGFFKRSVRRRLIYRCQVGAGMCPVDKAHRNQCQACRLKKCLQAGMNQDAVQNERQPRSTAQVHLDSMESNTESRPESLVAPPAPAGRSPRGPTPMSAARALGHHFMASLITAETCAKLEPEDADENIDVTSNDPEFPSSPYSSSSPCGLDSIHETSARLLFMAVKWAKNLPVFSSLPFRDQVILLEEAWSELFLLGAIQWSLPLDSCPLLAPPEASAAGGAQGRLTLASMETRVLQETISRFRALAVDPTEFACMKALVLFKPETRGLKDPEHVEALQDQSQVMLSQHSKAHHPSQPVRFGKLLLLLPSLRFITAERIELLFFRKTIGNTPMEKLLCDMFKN
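System: GST-NR2E3 and biotin-RetCOR proteins; probe or stimulus: 7 nM biotin-RetCOR; doses: compound at 4.8 µM, single dose; schedule: Compound–protein incubation for 5 h at 4 °C; detection: time-resolved FRET; read-out: percent inhibition; controls: biotin wells as high control, 0.6% DMSO wells as low control; format: 1536-well plates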
NR2E3 ag-2: human photoreceptor-specific nuclear receptor agonism | Q9Y5X4 | CHO-S Gal4-NCOR/VP16-NR2E3 two-hybrid, luciferase | inhibition of corepressor binding, % at 3.98 µM | hit rate 0.35% among 360,000 | AID 602229;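 active means inhibition above the mean of all tested compounds plus 3 SD, cut at about 70% in these data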;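 further: 0% = DMSO with NR2E3 transfected cells and 100% = cells lacking NR2E3 construct; higher means lower luciferase signal from less NR2E3 corepressor binding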
HIF-2a block: HIF-2a inhibition. 786-0 RCC cells HIF-2a reporter, luciferase luminescence, overnight. inhibition, % at 18.8 µM. hit rate 0.72% among 360,000. AID 624352;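 active means inhibition of the luminescence signal of 40% or more relative to plate controls, in a single-dose primary screen at 18.75 µM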
Peg3 promoter: Peg3 promoter activity inhibition. inhibition, % at 20 µM. hit rate 1.7% among 360,000. AID 588405. HeLa PEG-Prom luciferase reporter, luminescence, overnight;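 active means inhibition of at least 50% at 20 µM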
CaV13 FRET inh: Primary screen for inhibitors of IQ motif and Ca2+-dependent inactivation inhibitor domain binding in CACNA1D, Förster resonance energy transfer in living cells, …; HEK cells, CFP/YFP FRET ICDI-IQ, plate reader, 10 min; percent FRET-ratio fall versus neutral wells; inhibition, % at 12.3 µM; hit rate 0.098% among 340,000; AID 743397;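 active means mean replicate inhibition of at least 30% and at least 1% of replicates passing that level; inconclusive means only one of the two criteria is met; inactive means neither criterion is met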;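 further: 0% = median of the neutral control wells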
MITF TRPM1 inh: inhibitors of MITF-driven TRPM1 promoter in melanoma cells; hit rate 0.83% among 330,000; AID 488899; SK-MEL-5 TRPM1 promoter luciferase, 24 h; inhibition, % at 12.5 µM;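 active means mean inhibition across replicates of 60% or more, whatever share of single replicates reaches that level; inconclusive means some that reach 60%, reason not given; inactive means mean inhibition across replicates below 60%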; further: values of inactives mirror those of a sister screen read the other way
hiPSC survival: increases survival of single human iPS cells; hiPSC single-cell survival, ATPlite luminescence; 100% = ROCK inhibitor wells, 0% = DMSO; survival enhancement, % at 20 µM; hit rate 0.044% among 360,000; in the data active means survival enhancement above about 18%;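 further: cells exposed to compounds for 16 hours before the ATP read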
Exocytosis inh: lytic granule exocytosis inhibition; TALL-104 LAMP-1 surface exposure, flow cytometry; cells stimulated with thapsigargin and PMA; inhibition, % at 10 µM; hit rate 0.66% among 360,000; AID 651702;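 active means inhibition above about 55%, limit read from the data; inconclusive means no clear call, values can overlap the other calls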
* = called active by the depositor; ? = inconclusive; . = no result given.

SMILES	aDG glyco up	PDI inh	Vif imaging	NR2E3 ag-1	NR2E3 ag-2	HIF-2a block	Peg3 promoter	CaV13 FRET inh	MITF TRPM1 inh	hiPSC survival	Exocytosis inh
COc1nc(N)nc(N2CCOCC2)n1	0.0	0	-4	1	-15	12	8	-4	-1	-2.2	1
O=C(c1ccc(F)cc1)c1cc2ccc(O)cc2oc1=O	-0.2	4	-15	-1	-43	-60	-81	1	-22	0.9	0
CCN(Cc1ccccc1)C(=O)CN1C(=O)NC2(CC(C)CC(C)(C)C2)C1=O (configuration not stated)	0.1	4	-4	-3	-3	18	3	-5	0	0.4	0
COc1ccc(CNS(=O)(=O)c2ccc(C3CNC(=O)C3)cc2)cc1 (configuration not stated)	0.0	-2	-2	-2	-10	0	-3	-3	5	-0.6	-1
COc1cccc(-c2cnc(C(O)c3cccc(C)c3C)[nH]2)c1 (configuration not stated)	-0.2	11	-20	.	4	-2	15	-10	.	-2.5	-3
Cn1[nH]c(-c2ccccc2)c(/C=N/O)c1=O	0.0	6	-3	0	-14	8	20	-4	-5	-1.1	0
COc1ccc(NC(=O)c2ccccc2)cc1	-0.1	1	3	0	-106	-182	-205	-5	-106	-2.7	-7
CC(=O)c1ccc(N2CCN(C(=O)/C=C/c3cccs3)CC2)cc1	2.7	23	2	2	-3	-6	-8	-3	4	0.2	-2
CCN(CC)CCn1c(=S)[nH]c2cc(C(=O)NCc3ccccc3)ccc2c1=O	-0.3	3	2	.	-30	-24	3	-5	.	-0.7	2
NC(=O)CSc1nnnn1-c1ccc(OC(F)(F)F)cc1	-0.2	1	-3	-5	-11	-52	-68	-5	-4	-0.5	1
C[C@H]1CN(C2CCCCC2)C(=O)[C@@H]1CC(=O)Nc1ccc(Br)cc1	0.1	1	?	.	-16	-26	9	-5	.	1.4	4
COC(C(=O)N/N=C(\C)c1ccc(C(C)(C)C)cc1)c1ccccc1 (configuration not stated)	0.0	-24	?	.	-4	25	10	-20	5	-0.1	2
Cc1c(Cl)ccc(S(=O)(=O)N2CCN(C)CC2)c1Cl	1.3	-5	-3	.	-23	15	3	-5	.	-2.6	4
Fc1ccc(CCNC(=S)Nc2ccc(F)cc2)cc1	0.0	2	-4	-4	-79	-119	-98	-2	-23	-1.0	-5
Cc1ccc(/C=N\NC(=O)c2cc(OCC(F)(F)F)ccc2OCC(F)(F)F)cc1	-0.2	-5	?	2	0	14	30	.	1	-0.2	0
O=C(CSc1cc(Cl)ccc1Cl)NCCN1C(=O)CSC1=O	0.1	3	18	.	-35	16	-2	-5	-1	8.9	-3
CC(C)(C)c1nc(SCC(=O)NCc2cccs2)c2ccccc2n1	0.1	2	-9	1	-25	10	6	-6	2	-0.6	-2
O=C(NCc1cccs1)c1ccccc1F	0.5	14	1	-2	-2	-7	-10	-5	-13	-2.0	0
CC1(C)CC(=O)C=C(Nc2cccc(C(F)(F)F)c2)C1	-0.2	-2	21	2	6	-6	-4	-4	.	-0.4	3
O=C(CN1CCN(c2ccccc2F)CC1)NC(=O)NCc1ccccc1	0.1	16	3	0	-10	13	7	-4	-6	-1.1	2

3 structures out of the list, ordered by molecular weight, falling:
SMILES	aDG glyco up	PDI inh	Vif imaging	NR2E3 ag-1	NR2E3 ag-2	HIF-2a block	Peg3 promoter	CaV13 FRET inh	MITF TRPM1 inh	hiPSC survival	Exocytosis inh
Cc1ccc(/C=N\NC(=O)c2cc(OCC(F)(F)F)ccc2OCC(F)(F)F)cc1	-0.2	-5	?	2	0	14	30	.	1	-0.2	0
O=C(CSc1cc(Cl)ccc1Cl)NCCN1C(=O)CSC1=O	0.1	3	18	.	-35	16	-2	-5	-1	8.9	-3
COc1cccc(-c2cnc(C(O)c3cccc(C)c3C)[nH]2)c1 (configuration not stated)	-0.2	11	-20	.	4	-2	15	-10	.	-2.5	-3

(further entries)
SMILES	aDG glyco up	PDI inh	Vif imaging	NR2E3 ag-1	NR2E3 ag-2	HIF-2a block	Peg3 promoter	CaV13 FRET inh	MITF TRPM1 inh	hiPSC survival	Exocytosis inh
COc1ccccc1-c1cc(C(F)(F)F)nc(S(=O)(=O)CCCC(=O)N2CCOCC2)n1	-0.7	13	20	-1	-9	83*	103*	.	80*	-3.5	6
OCc1ccccc1-c1ccc2nccn2c1	0.3	2	0	.	14	6	0	-11	.	4.7	4
CSc1ccc(CN(C)CC(=O)NCc2ccccc2)cc1	0.1	0	2	-2	14	6	-15	-19	11	-0.6	0
COc1cccc(C(=O)Oc2ccccc2/C=C\C(=O)c2cc3ccccc3o2)c1	-1.0	-10	-3	.	-76	-121	105*	15	20	-1.9	86*
C=CCn1cn[nH]c1=S	0.6	-1	14	0	-15	6	8	3	-1	2.4	2
O=C1NCCN(Cc2ccoc2)C1CC(=O)N(Cc1ccccc1)CC1CCC1 (configuration not stated)	0.0	-2	-1	3	-24	8	12	-7	15	0.1	-1
O=C(CN1C(=O)c2ccc([N+](=O)[O-])cc2C1=O)NCc1ccco1	-0.1	-6	2	0	1	11	-4	3	-10	-0.7	-2
CCOC(=O)c1sc2nc(CSc3ccccc3)[nH]c(=O)c2c1C	0.1	-3	6	-1	-4	1	9	-6	4	-0.1	8
O=C(O)CCc1ccc(-c2ccc(F)cc2)n1CC(=O)O	0.0	10	.	4	9	1	4	.	-1	14	-3
CCCOc1ccc(-c2cnc(N)s2)cc1	0.1	-2	.	1	-75	-296	-236	-7	-87	-1.3	-2
COC(=O)c1cc(CC(=O)c2ccc(O)cc2O)c(C)o1	-0.4	-1	.	1	-20	7	8	-9	12	1.7	-3
O=S(=O)(c1ccc(Cl)cc1)N1CCN(c2ccccn2)CC1	0.1	10	4	1	-15	6	0	-7	-10	-0.2	13
Cc1sc2nc(SCC(=O)N3CC(C)OC(C)C3)n(C)c(=O)c2c1C (configuration not stated)	0.5	3	-5	3	-15	10	5	-3	15	-0.5	-2
O=C(O)c1cccnc1Sc1ccc(Cl)cc1	0.0	-8	3	-1	-5	15	22	-5	4	-0.2	1
O=C(NCc1ccccc1)C1CCCN(C(=O)NCc2ccccc2)C1 (configuration not stated)	0.0	-23	-11	-3	-24	-22	-30	-3	-11	-0.1	-7
CCOc1ccc(-c2cc(C(=O)N/N=C/c3cccnc3)c3ccccc3n2)cc1	2.1	8	-6	1	-124	-253	-150	-5	-21	-0.5	0
COc1cc(C)c(S(=O)(=O)N2CCCC2)cc1C	0.0	6	11	2	-47	22	16	.	5	-2.8	2
Cc1cc(C)c(S(=O)(=O)N(CC(=O)NCc2cccnc2)C2CCCCC2)c(C)c1	0.2	12	-4	2	-9	5	4	-4	3	-1.9	0
CCOC(=O)c1cn(-c2c(Cl)cccc2Cl)c2cc(Cl)c([N+](=O)[O-])cc2c1=O	0.0	-4	2	0	9	22	15	-5	20	0.2	-7
CCn1cc(C(=O)N2CCN(c3cccc(Cl)c3)CC2)c2cc(OC)c(OC)cc2c1=O	-0.1	4	1	0	11	11	27	-3	9	0.7	-1
CCN1C(=O)N2C[C@H]3CON(C)[C@H]3C[C@H]2c2ccccc21	0.2	.	-3	.	22	-5	9	-7	.	-2.1	8
CC(C)CC1c2[nH]c3ccccc3c2CCN1C(=O)C1CCOCC1 (configuration not stated)	0.0	-9	2	4	-27	9	9	-4	10	0.9	-2
CS(=O)(=O)N(CC(=O)N1CCC(C(N)=O)CC1)Cc1ccc(Cl)c(Cl)c1	-0.2	4	6	4	-13	9	2	-6	1	-0.5	-10
CCOC(=O)c1cnc(SC)nc1Oc1cccc(NS(=O)(=O)c2ccccc2)c1	0.0	0	0	-3	3	13	39	-4	28	-0.9	-3
OC1(C#CCN2CCCC2)c2ccccc2-c2ccccc21	0.0	13	24	-2	7	24	19	-4	15	-0.3	10
CC1(C)Cc2ccccc2-c2nc(NCCCO)n(-c3ccccc3)c(=O)c21	-0.2	6	21	1	6	14	-6	-4	-5	-0.1	-3
CCn1cc(CN2CCCC(CO)(Cc3cccc(Cl)c3)C2)cn1 (configuration not stated)	-0.1	-1	-1	2	12	10	9	-3	0	-0.3	-2
COc1ccc(C2/C=C\CN(C(=O)C3CCCC3)CC(=O)N2Cc2ccc(F)cc2)cc1 (configuration not stated)	-0.2	-7	-13	0	7	13	-2	-11	-2	-3.6	17
O=C(O)CCCN(Cc1cccc(Br)c1)S(=O)(=O)c1ccc(Br)cc1	-0.2	6	-8	-2	-22	16	10	1	7	-0.8	7
CC(OC(=O)CN1C(=O)C2C3C=CC(C4CC34)C2C1=O)C(=O)c1ccccc1 (configuration not stated)	0.0	1	10	-1	-30	13	-6	-5	-10	1.6	4
O=C(NCCc1ccccc1)C(=O)NCc1ccncc1	-0.3	11	3	-1	-11	14	-1	-3	0	-0.2	-2
Fc1ccccc1CNC(=S)Nc1cccc(C(F)(F)F)c1	1.5	-8	9	-4	17	1	24	-5	-2	-1.7	2
O=C1Nc2ccccc2C(=O)N2c3ccccc3NC(=O)C12 (configuration not stated)	0.2	.	1	.	-4	15	-2	-3	.	2.3	4
Cc1cccc(C(=O)NCCc2ccccc2)c1	0.4	2	-3	3	-91	-170	-232	-4	-95	0.7	-2
COc1ccc(/C=N/NC(=O)Nc2ccc3nsnc3c2)c(OC)c1	0.2	-14	-5	5	-4	-83	-67	-4	-4	-1.2	-5
COc1ccc(/C=C/C(=O)Nc2ccc(S(=O)(=O)N3CCOCC3)cc2)c(OC)c1	0.2	-1	1	1	26	10	-17	-4	.	-0.3	-4
CNC(=O)c1c(NC(=O)CCS(=O)(=O)c2ccc(C)cc2)sc2c1CCN(C(=O)OC)C2	-0.3	-4	?	1	-14	-17	-14	-2	0	0.7	2
O=C(COC(=O)c1ccccc1SCC(=O)N1CCCC1)NCc1ccc(F)cc1	-0.1	1	-4	.	0	16	-3	-19	.	3.1	-7
O=C(c1ccc(F)cc1Cl)N(Cc1ccco1)C1CCS(=O)(=O)C1 (configuration not stated)	-0.2	0	-3	3	-9	-1	3	-3	-4	1.0	21
Cc1cc(NS(=O)(=O)c2ccc(NC(=O)C(C)Oc3ccccc3Cl)cc2)no1 (configuration not stated)	-0.2	3	25	-5	-18	19	21	-6	-11	0.1	7
O=C(NC(=S)Nc1ccccc1O)c1ccccc1Cl	-0.2	7	-3	-1	-74	-137	-122	-32	-30	0.5	0
CN(C)c1ccc(N=Nc2ccccc2C(=O)OCC(=O)NCC2CCCCC2)cc1	0.9	-5	5	1	-29	-97	-167	-4	-30	-1.0	6
CN(CC(=O)Nc1ccc(Cl)c(Cl)c1)Cc1nnc(-c2ccc(F)cc2)o1	0.0	-1	-3	-2	7	-2	10	-2	1	-0.9	-5
C[C@H](CO)N1C[C@H](C)[C@H](CN(C)S(=O)(=O)c2cccc(F)c2)Oc2cc(Br)ccc2S1(=O)=O	0.1	1	.	.	-1	-5	4	-9	.	1.5	0
COc1ccccc1N1CCN(Cc2nc(N)nc(Nc3ccccc3)n2)CC1	0.0	4	-1	0	-10	9	3	-5	-8	-0.9	1
